Wnt act – Wnt/beta-catenin pathway activation. Wnt/beta-catenin reporter cell assay, activator, plate reader. activation, % at 9.35 µM. 300,000 compounds, 1.2% hits. AID 743398; in the data active means activation above about 30%, passing the limit was not always enough;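 further: 0% = neutral control wells and 100% = positive control wells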
dFosB act – activators of mouse delta FosB homodimer; P13346; purified delta FosB, TAMRA-CDK5 oligo fluorescence polarization; percent of positive-control signal above neutral wells; AID 493131; activation, % at 25 µM; 340,000 compounds, 0.99% hits;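 active means mean activation above about 17%, with every replicate also reaching it, limit read from the data, passing the limit was not always enough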;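 further: fluorescence polarization rise as delta FosB binds a TAMRA Cdk5 AP-1 oligo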
Target sequence (P13346 whole entry, looked up): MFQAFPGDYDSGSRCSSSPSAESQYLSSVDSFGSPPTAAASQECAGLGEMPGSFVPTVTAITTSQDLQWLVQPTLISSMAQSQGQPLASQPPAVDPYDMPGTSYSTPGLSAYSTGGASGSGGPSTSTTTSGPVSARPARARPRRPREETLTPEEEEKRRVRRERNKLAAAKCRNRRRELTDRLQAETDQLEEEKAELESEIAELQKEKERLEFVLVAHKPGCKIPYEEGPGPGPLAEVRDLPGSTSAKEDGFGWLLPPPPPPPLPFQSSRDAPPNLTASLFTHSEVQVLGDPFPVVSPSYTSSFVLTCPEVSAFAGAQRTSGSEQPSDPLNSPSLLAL
RTF Ca sens act – increases calcium sensitivity of human cardiac regulated thin filaments. activation, % at 7.2 µM. P19429+P45379. IANBD-labeled TnC RTF fluorescence at EC20 calcium; 0% EC20 calcium, 100% full calcium. 340,000 compounds, 0.24% hits;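 active means activation above the mean over all tested compounds plus 3 SD, cut at about 30% in these data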;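 further: rise in fluorescence read as greater calcium sensitivity of cardiac thin filaments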
SR-BI HDL uptake – inhibitors of mouse SR-BI mediated HDL lipid uptake | Q61009 | ldlA[mSR-BI] CHO cells, DiI-HDL uptake fluorescence, 3 h | inhibition, % at 12.5 µM | 320,000 compounds, 0.96% hits | AID 488896;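 active means mean replicate inhibition of at least 70% and a set share of replicates each scoring 70 or more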;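 further: 0% = median of neutral control wells and 100% = median of positive control wells; values of inactives mirror those of a sister screen read the other way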
Target sequence (Q61009 whole entry, looked up): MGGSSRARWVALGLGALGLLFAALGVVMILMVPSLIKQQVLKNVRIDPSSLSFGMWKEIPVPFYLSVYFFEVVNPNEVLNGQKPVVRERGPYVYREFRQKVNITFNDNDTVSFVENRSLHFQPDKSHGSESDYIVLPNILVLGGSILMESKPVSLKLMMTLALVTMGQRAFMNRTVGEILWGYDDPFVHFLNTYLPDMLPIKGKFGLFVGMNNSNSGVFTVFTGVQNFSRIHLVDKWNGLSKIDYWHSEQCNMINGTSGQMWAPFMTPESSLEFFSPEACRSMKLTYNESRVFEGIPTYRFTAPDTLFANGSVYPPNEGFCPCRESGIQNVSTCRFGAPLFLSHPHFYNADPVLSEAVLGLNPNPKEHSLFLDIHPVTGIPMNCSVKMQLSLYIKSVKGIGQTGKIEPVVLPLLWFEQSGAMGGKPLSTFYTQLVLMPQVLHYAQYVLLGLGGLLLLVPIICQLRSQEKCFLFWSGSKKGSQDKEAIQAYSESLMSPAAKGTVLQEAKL
MITF TRPM1 HTS – increases MITF-driven TRPM1 promoter luciferase signal; SK-MEL-5 TRPM1-promoter luciferase, 24 h; % of positive control, neutral wells = 0; activation, % at 12.5 µM; AID 588334; 300,000 compounds, 0.75% hits;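 active means mean activation of at least 80% with every replicate also reaching 80%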;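 further: 0% = neutral control wells and 100% = parthenolide positive control wells; values of inactives mirror those of a sister screen read the other way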
Rtt109 Vps75 – C. albicans Rtt109 histone acetyltransferase inhibition | Q5AAJ8 | 330,000 compounds, 0.16% hits | purified Rtt109/Vps75, ThioGlo CoA-SH fluorescence, 4 h | inhibition, % at 34.9 µM;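 active means inhibition of at least 50% in every replicate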
PvdQ inh – P. aeruginosa PvdQ acylase inhibition | AID 488965 | purified PvdQ acylase, fluorescence plate reader | 340,000 compounds, 0.063% hits | inhibition, % at 10 µM; in the data active means inhibition above about 30%, passing the limit was not always enough;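 further: 0% = vehicle neutral wells and 100% = reference inhibitor wells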
SR-BI DiI-HDL act – activators of SR-BI mediated HDL lipid uptake | 320,000 compounds, 0.096% hits | activation, % at 12.5 µM | CHO ldlA[mSR-BI] cells, DiI-HDL uptake fluorescence, 3 h; 100 = double the neutral-control signal;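 active means mean replicate activation of at least 60% and every replicate at or above 60%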;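 further: 0% = median plate neutral-control signal and 100% = twice that signal; values of inactives mirror those of a sister screen read the other way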
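Material – SR-BI-overexpressing, LDLR-lacking CHO cells · Medium – BSA-supplemented, HEPES-buffered Ham's F12, pH 7.4 · Doses – single concentration · Times – compound with DiI-HDL co-incubation, 3 h at 37 °C · Measured by – bottom-read fluorescence, 550/595 nm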
CDK5 p35 inh – blocks human CDK5/p35 kinase activity; Q00535+Q15078; Recombinant CDK5/p35, ADP-Glo luminescence, 60 min; inhibition, % at 10 µM; 330,000 compounds, 0.01% hits; AID 488839;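 active means highest replicate inhibition of at least 50% and at least 75% of replicates reaching 50%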;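 further: plate controls were DMSO neutral control for no effect and GW8510 at 10 µM for full effect; many of its hits are not listed in these tables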
HTR5A ag ctr – HTR5A agonism, opioid heterodimer counter-screen; activation, % at 9.3 µM; HTR5A agonist assay, luminescence, cell-based; P47898; AID 504692; 340,000 compounds, 0.61% hits; in the data active means activation mostly above about 9.5%, no sharp cut-off; inactive means mostly below about 7.6%;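 further: 0% = cells with vehicle only and 100% = reference agonist; strong numbers were not always called active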
* marks the source's active call; other numbers are inactive results; . = not tested or not shown.

Start of the listing, in advance, four compounds:
Order of results: Wnt act, dFosB act, RTF Ca sens act, SR-BI HDL uptake, MITF TRPM1 HTS, Rtt109 Vps75, PvdQ inh, SR-BI DiI-HDL act, CDK5 p35 inh, HTR5A ag ctr
C#CCOCCOCCOCCNc1nc(N2CCN(C(=O)[C@H](CCC(=O)O)n3cc([C@@H](N)CCCCN)nn3)CC2)nc(N2CCN(C(=O)[C@H](CCC(=O)O)n3cc([C@@H](N)CCCCN)nn3)CC2)n1
    -1, -3, -5, -4, 2, -3, -3, 4, 0.2, 1
O=C(c1nn2c(C(F)(F)F)cc(-c3cccs3)nc2c1Br)N1CCCc2ccccc21
    ., 1, 4, 6, 6, 10, 6, -6, -0.8, -1
O=C(Cc1ccc(-n2c(=O)c3ccccc3n(Cc3ccccc3F)c2=O)cc1)NCC1CCCO1 (stereo not drawn)
    -1, -4, 11, 17, -1, 9, -16, -17, 0.3, 3
CN(C)S(=O)(=O)c1ccc(Cl)c(NC(=O)COC(=O)CNC(=O)c2ccco2)c1
    -1, -6, -1, -10, -5, 12, 8, 10, 0.2, 0

All compounds of this part, previewed entries included:
Order of results: Wnt act, dFosB act, RTF Ca sens act, SR-BI HDL uptake, MITF TRPM1 HTS, Rtt109 Vps75, PvdQ inh, SR-BI DiI-HDL act, CDK5 p35 inh, HTR5A ag ctr
C#CCOCCOCCOCCNc1nc(N2CCN(C(=O)[C@H](CCC(=O)O)n3cc([C@@H](N)CCCCN)nn3)CC2)nc(N2CCN(C(=O)[C@H](CCC(=O)O)n3cc([C@@H](N)CCCCN)nn3)CC2)n1
    -1, -3, -5, -4, 2, -3, -3, 4, 0.2, 1
O=C(c1nn2c(C(F)(F)F)cc(-c3cccs3)nc2c1Br)N1CCCc2ccccc21
    ., 1, 4, 6, 6, 10, 6, -6, -0.8, -1
O=C(Cc1ccc(-n2c(=O)c3ccccc3n(Cc3ccccc3F)c2=O)cc1)NCC1CCCO1 (stereo not drawn)
    -1, -4, 11, 17, -1, 9, -16, -17, 0.3, 3
CN(C)S(=O)(=O)c1ccc(Cl)c(NC(=O)COC(=O)CNC(=O)c2ccco2)c1
    -1, -6, -1, -10, -5, 12, 8, 10, 0.2, 0
S=C(N/N=C1\C2CN3CCN(C2)CC1(c1ccccc1)C3)Nc1ccccc1
    ., 9, -7, -40, 3, -3, -3, 40, -1.4, 4
Cc1ccc(OCC(=O)c2cc(C)n(Cc3cccs3)c2C)c([N+](=O)[O-])n1
    -2, -19, 4, -18, -12, 1, -10, 18, -3.7, 5
COc1ccc(C(=O)CC(=O)C(=O)Nc2ccccc2C(F)(F)F)cc1
    3, -6, 1, -2, -17, 6, -5, 2, -3.5, -1
CN(C)S(=O)(=O)N1CCC(Oc2ccc(C(=O)NCc3cnn(C)c3)cc2)CC1
    0, -5, 6, -9, -14, -1, -23, 9, -1.6, -3
CCC(NC(=O)c1ccccc1Br)c1ccccc1 (stereo not drawn)
    0, -5, 5, -8, 17, 19, 0, 8, 0.1, 0
CCN(CC)CCCN=C1N[C@@H](c2cccc(F)c2)C(C(=O)OC)=C(C)N1Cc1ccccc1
    -4, -8, -5, 2, -94, 17, 6, -2, -3.1, 6
CC(C)(C)Nc1nc(Cl)nc(NCc2ccccc2)n1
    1, -12, -3, 1, ., 0, -12, -1, -3.1, 0
Cc1ccc2nc(SCC(=O)NNC(=O)c3ccccc3)[nH]c2c1
    ., -10, 1, 11, 0, 4, -16, -11, -0.3, 5
CC1=C(C#N)C(Nc2ccc(C)cn2)(C(F)(F)F)C(=O)N1 (stereo not drawn)
    -5, -6, 3, -7, ., -32, -6, 7, 0.0, -4
CC(=O)CCc1oc2ccc(C)cc2c1-c1ccc(C)o1
    -1, -7, -3, -19, -10, -1, -12, 19, 2.3, -3
CCOC(=O)c1ccc(NC(=O)CSc2nncn2-c2cccnc2)cc1
    1, -12, -7, -5, -5, -9, 2, 5, 2.4, 0
COc1cscc1C(N)=O
    0, -4, ., -1, ., -16, 10, 1, 0.8, .
Cc1nc(C)n(C(=O)N(c2ccccc2)c2ccccc2)n1
    -1, 3, 2, 0, -13, -4, -8, 0, 0.6, 4
O=C(Nc1ccc(N2CCN(C(=O)c3ccccc3)CC2)cc1)c1ccc([N+](=O)[O-])o1
    -19, -11, -3, ., -90, 34, 0, ., 0.1, 1
COc1ccc(C2NC(=S)NC(O)(C(F)(F)F)C2C(=O)c2cccs2)cc1 (stereo not drawn)
    ., -9, 9, 4, -2, -7, -11, -4, -1.9, 2
O=C(Nc1ccc(-c2ccc3nncn3n2)cc1)C1CCCC1
    44*, -7, 8, 14, 49, 3, -10, -14, 0.3, -1
CCOc1ccc(N(CC(=O)NCc2cccc(OC)c2)S(=O)(=O)c2c(C)noc2C)cc1
    ., -4, -1, -28, ., 20, 9, 28, 0.8, -1
CCN(CC)S(=O)(=O)c1cccc(-c2nnc(SCC(=O)c3cc(C)n(C)c3C)o2)c1
    ., -6, 1, 3, -16, -1, -10, -3, 0.1, -2
Cn1c(-n2c(-c3ccco3)nc3ccccc3c2=O)nc2ccccc21
    8, 2, 5, 29, 19, -4, -14, -29, -0.3, 1
COCCCn1c(SCc2cc(=O)[nH]c3ccccc23)nnc1-c1ccco1
    ., -4, 3, 14, 2, -1, -14, -14, 2.1, -1
O=[N+]([O-])c1cccc(S(=O)(=O)N2CN(c3ccc(Br)cc3)c3nc4ccccc4nc32)c1
    -3, 12, 5, 15, -4, -8, -4, -15, -0.4, -2
C=CCn1c(O)c(N=NC(=S)Nc2cccc(C)c2)c2ccccc21
    -6, 3, -1, -5, -9, -5, -2, 5, -3.4, 0
CCOc1ccccc1NC(=O)c1ccccc1N(C)S(=O)(=O)c1ccc(C)cc1
    0, -5, -4, 11, 2, -2, 11, -11, 1.4, -2
CCOC(=O)/C(=N\Nc1ccccc1Cl)N1CCN(Cc2ccccc2)CC1
    -3, -3, -4, 23, 8, -7, 4, -23, -0.6, 4
Cc1ccc(OCC(=O)N2CCC(N3CCCCCC3)CC2)cc1
    -7, 10, -2, ., -7, 4, -2, ., -0.3, 0
COc1ccc(-c2c[n+](CC(=O)c3ccccc3)c3n2CCCCC3)cc1
    -1, -2, 5, 16, -20, 1, -2, -16, 0.3, 4
CN(Cc1ccccc1)C(=O)COC(=O)C12CC3CC(CC(Br)(C3)C1)C2
    0, 0, -3, 1, 4, 1, -14, -1, 0.0, 3
O=C(c1cccc(-c2ccc(O)cc2)c1)N1CCOCC1
    11, 0, 8, 6, 18, -1, -12, -6, -1.9, 2
Cc1ccc(-c2nn(-c3ccccc3)cc2/C=N/NC(=O)CSc2nnc(C)n2-c2ccccc2)cc1
    ., -8, 6, 30, 37, 4, -9, -30, -1.3, 7
COCc1[nH][nH]c(=O)c1C=Nc1ccc(C(F)(F)F)cc1
    7, -3, -1, -9, -8, 2, 1, 9, -2.8, -3
CCCCNC(=O)COC(=O)c1ccc(C)c(NC(=O)c2ccco2)c1
    -1, -5, 3, 6, -8, -4, 11, -6, 0.3, -7
O=C(CCc1nc2ccccc2c(=O)[nH]1)OCc1nnc(-c2ccccc2)o1
    ., 2, 13, -3, 7, 11, -8, 3, -1.2, -1
Cc1c(Cl)cccc1-n1c(SCC(=O)N2CCC(C(=O)O)CC2)nnc1-c1ccncc1
    0, 2, 13, 3, 2, -15, -10, -3, 4.1, -3
CC(Sc1nnc(CN2CCCC2)n1Cc1ccccc1)C(=O)Nc1ccccc1 (stereo not drawn)
    -7, -5, 1, 7, -17, -1, -7, -7, -0.4, 4
CN(C(=O)CSc1ncnc2sccc12)C1CCCCC1
    47*, -2, -6, 6, 72, 3, -12, -6, -0.2, 7
CCc1ccc(OCC(=O)NC2CCCCC2)c(Br)c1
    27, -7, -3, -35, 101*, 12, -1, 35, 1.1, 1
C[C@@H]1C(=O)O[C@H]2[C@H](O)[C@@]34[C@H]5C[C@@H](C(C)(C)C)[C@]36[C@@H](OC(=O)[C@@H]6O)O[C@@]4(C(=O)O5)[C@@]12O
    -2, 3, -5, -14, 4, 9, -7, 14, 0.2, -1
O=C(NNC1=NS(=O)(=O)c2ccccc21)C1CC(=O)N(c2ccccc2)C1 (stereo not drawn)
    -8, -1, 6, 1, 10, -5, -4, -1, 0.4, 4
COc1ccccc1Nc1ccc2nonc2c1[N+](=O)[O-]
    3, 1, -7, 24, ., -2, 4, -24, 5.5, 7
CC(Nc1ncnc2sccc12)c1ccccc1 (stereo not drawn)
    -4, -7, 3, -12, -22, -12, -15, 12, 1.5, 5

Quoted at random: two entries already listed, in no set order.
Order of results: Wnt act, dFosB act, RTF Ca sens act, SR-BI HDL uptake, MITF TRPM1 HTS, Rtt109 Vps75, PvdQ inh, SR-BI DiI-HDL act, CDK5 p35 inh, HTR5A ag ctr
CC(Sc1nnc(CN2CCCC2)n1Cc1ccccc1)C(=O)Nc1ccccc1 (stereo not drawn)
    -7, -5, 1, 7, -17, -1, -7, -7, -0.4, 4
CC(Nc1ncnc2sccc12)c1ccccc1 (stereo not drawn)
    -4, -7, 3, -12, -22, -12, -15, 12, 1.5, 5

Bioassay records deposited in PubChem by several laboratories.
